# Compound activity as filed in PubChem BioAssay.
# All columns: NCI-60 one-dose screen, growth in % after 48 h at 10 µM unless noted; 100 = growth as untreated, 0 = no growth, -100 = all killed.
# TK-10 – TK-10 renal cancer cells; 81,000 tested, 3.9% active
# RXF 393 – RXF 393 renal cancer cells; 77,000 tested, 6.9% active; AID 1794773
# SN12C – SN12C renal cancer cells | 81,000 tested, 3.8% active
# ACHN – ACHN renal cancer. 81,000 tested, 4.9% active. AID 1794771
# DU-145 – DU-145 prostate cancer. 81,000 tested, 4.2% active. AID 1794760
# UO-31 – UO-31 renal cancer | 81,000 tested, 5.2% active | AID 1794768
# A498 – A498 renal cancer cells. AID 1794774. 76,000 tested, 5.4% active
# CAKI-1 – CAKI-1 renal cancer. 75,000 tested, 4.7% active
# 786-0 – 786-0 renal cancer cells; 81,000 tested, 5.1% active; AID 1794775
# * hit, by the source's call; . = no result given; & = joins results of further samples; [ ] = remark or other dose. Rule for the calls: active = growth percent below 10; inactive = the rest.
SMILES	TK-10	RXF 393	SN12C	ACHN	DU-145	UO-31	A498	CAKI-1	786-0
CN(C)c1ccc(/C=C/C(=O)c2cccc(OCC(=O)O)c2)cc1	107	121	101	113	110	98	.	99	106
O=C(NN1C(=O)/C(=C/C=C/c2ccc([N+](=O)[O-])o2)SC1=S)c1ccc(O)cc1	-99*	-86*	-98*	-100*	-100*	-93*	15	-100*	-90*
CCOC(=O)c1c(NC(=O)c2ccc(Cl)cc2)sc2c(CN(C)C)c(O)ccc12	108	64	84	51	82	67	76	67	70
Cc1c(C(=O)/C=C/Nc2cccc(C(=O)O)c2)sc2nc3ccccc3n12	106	122	101	107	118	98	97	106	99
CCc1ccc(Cc2cnc(NC(=O)C(=S)N3CCOCC3)s2)cc1	100	110	99	104	109	82	105	89	104
O=C1CCCCC(=O)[C@H]2CC(=O)O[C@@H]2CO1	99	112	98	100	107	88	99	89	103
Cc1cccc(C(=O)N2C(=O)[C@@]3(c4ccccc42)[C@@H](c2ccc(F)cc2)[C@H](C(=O)c2ccc(O)cc2)[C@@H]2CCCN23)c1	164	105	81	86	93	65	79	68	99
NC(=S)N/N=C/c1nccn1-c1ccccc1	108	114	101	106	107	85	99	125	106
Nc1cc(NN=C(c2ccc(O)cc2)c2ccc(O)cc2)c([N+](=O)[O-])cc1[N+](=O)[O-]	84	-70*	53	18	91	-89*	101	91	-94*
CCCCCCCCc1cccc(C(=O)Nc2ccc(C)cc2C(=O)O)c1	103	117	.	92	109	83	103	79	100
Cc1nn(-c2ccc(Cl)cc2)c2ncnc(N/N=C/c3cccc(O)c3)c12	68	80	48	43	55	36	58	35	64
CC1=CC(C)(C)NC(=S)N1c1cccc2c(S(=O)(=O)O)cccc12	56	127	110	99	109	88	101	110	105
C=C1C(=O)O[C@H]2[C@H]1CC/C(Cn1cc(-c3ccc(OC)cc3)nn1)=C\CC[C@@]1(C)O[C@@H]21	-84*	-64*	0.3*	6.8*	-35*	-86*	32	-4.5*	-83*
Cn1cc(-c2cc(N)n3nc(-c4c[nH]c5ccc(Br)cc45)cc3n2)c2cccnc21	-86*	-85*	.	-99*	-92*	-79*	-86*	-61*	-80*
O=C1/C(=C/c2ccc(O)c(O)c2)Oc2cc(O)ccc21	106&99	123&111	92&95	104&106	105&110	93&86	102&100	97&97	94&105
CCOC(=O)C(C)C(O)c1ccccc1 (stereo not given)	102	.	104	104	116	93	79	95	106
NC(N)=NS(=O)(=O)c1ccc(N)cc1	96&107	117&108	99&107	102	112&121	78&91	118&91	92&100	97&105
O=C(NNc1ccc(Cl)cc1)c1ccc(Cc2n[nH]c(=O)c3cccnc23)cc1	118	97	96	97	112	76	118	86	102
Cc1cc(Cl)ccc1NC(=O)Oc1ccc(C#N)cc1	119	99	98	103	105	81	113	84	111
C[C@@H]1CC[C@@]2(OC1)O[C@H]1C[C@H]3[C@@H]4CC=C5c6sc(Nc7ccccn7)nc6CC[C@]5(C)[C@H]4CC[C@]3(C)[C@H]1[C@@H]2C	.	117	100	98	99	80	90	87	107
CCCc1cc(=O)[nH]c(SCC(=O)c2ccc(C)cc2)n1	98	125	104	94	123	78	81	95	99
CC(C)=CCc1cc2c(cc1O)O[C@H](c1ccc(O)cc1)CC2=O	95	107	86	93	91	71	98	82	100
NS(=O)(=O)c1ccc(-c2nonc2Oc2ccccc2)cc1	91	107	84	105	89	55	83	100	93
CCCCCCCC/C=C\CCCCCCCC(=O)OCCCCC	119	.	97	103	115	89	117	100	105
COc1ccc2nc(-c3ccc(-c4noc(-c5ccc(Cl)cc5)n4)cc3)[nH]c2c1	120	103	78	78	48	56	91	92	98
Cc1cccc(C)c1NC(=O)Cn1c(-c2cncs2)nc2ccccc21	91	106	99	111	107	86	42	100	109
CC(=O)OCC1OC(OC2C(COC(C)=O)OC(Sc3ccccc3)C(OC(C)=O)C2OC(C)=O)C(OC(C)=O)C(OC(C)=O)C1OC(C)=O (stereo not given)	104	113	102	99	110	90	99	91	.
CCCCC(c1ccccc1)N(C)CC(O)c1ccc(Cl)cc1 (stereo not given)	69	93	65	89	109	45	72	83	91
CC(C)CCC[C@@H](C)C1CCC2C3CCC4=C/C(=N/OCCN5CCOCC5)CC[C@]4(C)C3CC[C@@]21C (stereo not given in full)	96	119	102	112	114	85	97	100	99
O=[N+]([O-])c1ccc2cc(O)c(=S)[nH]c2c1	155	111	100	98	112	77	74	87	105

# Gathered by group, those above containing two or more sulfur atoms
SMILES	TK-10	RXF 393	SN12C	ACHN	DU-145	UO-31	A498	CAKI-1	786-0
O=C(NN1C(=O)/C(=C/C=C/c2ccc([N+](=O)[O-])o2)SC1=S)c1ccc(O)cc1	-99*	-86*	-98*	-100*	-100*	-93*	15	-100*	-90*
CCc1ccc(Cc2cnc(NC(=O)C(=S)N3CCOCC3)s2)cc1	100	110	99	104	109	82	105	89	104
CC1=CC(C)(C)NC(=S)N1c1cccc2c(S(=O)(=O)O)cccc12	56	127	110	99	109	88	101	110	105

# Retrieved by structure from the entries so far:
SMILES	TK-10	RXF 393	SN12C	ACHN	DU-145	UO-31	A498	CAKI-1	786-0
CCCCC(c1ccccc1)N(C)CC(O)c1ccc(Cl)cc1 (stereo not given)	69	93	65	89	109	45	72	83	91
COc1ccc2nc(-c3ccc(-c4noc(-c5ccc(Cl)cc5)n4)cc3)[nH]c2c1	120	103	78	78	48	56	91	92	98
CC(C)CCC[C@@H](C)C1CCC2C3CCC4=C/C(=N/OCCN5CCOCC5)CC[C@]4(C)C3CC[C@@]21C (stereo not given in full)	96	119	102	112	114	85	97	100	99

# Other results
SMILES	TK-10	RXF 393	SN12C	ACHN	DU-145	UO-31	A498	CAKI-1	786-0
O=S(=O)(Nc1ccc2[nH]ccc2c1)c1cc(C(F)(F)F)cc(C(F)(F)F)c1	100	.	103	100	102	78	86	76	94
COC(=O)c1cc(-c2ccc(OC)c(OC)c2)[nH]c1N/N=C/c1c(Cl)cccc1Cl	57	-10*	59	54	21	52	28	6.7*	8.5*
C=CCOC(=O)/C=C(/CC(=O)OCC=C)C(=O)OCC=C	101	102	92	95	113	88	111	88	98
N[C@@H](Cc1c[nH]c2ccccc12)C(=O)Nc1nncs1	139	125	87	103	108	93	105	95	115
COc1cc(Br)cc2cc(C(=O)CSc3nnnn3-c3ccccc3)c(=O)oc12	99	99	94	106	114	93	86	104	103
COc1ccc(Cl)cc1C(=O)Nc1nc2ccc(Cl)cc2s1	127	95	92	86	95	58	.	84	76
CCN(CC)c1ccc(C(=N)c2ccc(N(C)C)cc2)cc1	31	13	25	30	.	9.0*	-20*	-20*	7.0*
COc1ccc(/C=C2\Oc3cc(OCCCCN4CCCC4)ccc3C2=O)cc1	98	75	90	95	95	68	.	95	85
O=C(O)CCCN1C(=O)/C(=C/c2ccc(F)cc2)SC1=S	112	93	94	101	104	96	.	99	100
CC(=O)c1ccccc1	99	118	101	105	106	94	83	101	99
CCN(CC)Cc1cc(C(C)(C)C)cc(N2CCOCC2)c1O	107	104	98	95	121	71	96	114	107
COc1ccc(-c2nc(-c3ccccc3O)cn3ccnc23)cc1	111	87	87	83	105	53	107	68	83
COc1ccc(Br)c(/C=C2\SC(=Nc3ccc(O)cc3)NC2=O)c1	96	84	90	90	98	50	98	76	83
O=C(CCCn1c(O)c(/C=C2\C=Nc3ccccc32)sc1=S)Nc1ccc(O)cc1	134	109	86	93	106	68	118	93	103
CCOC(=O)c1c(C)nc(Nc2nc3ccccc3s2)nc1-c1ccc(Cl)cc1Cl	101	108	100	101	110	76	107	95	103
OC(c1ccccc1)c1cccc2ccccc12 (stereo not given)	97	98	97	100	104	83	84	94	102
COc1cccc2nc(Nc3cccc(NC(=O)c4ccc(N5CCN(C)CC5)c(C(F)(F)F)c4)c3)ccc12	51	-2.2*	46	27	29	22	64	25	-58*
COc1nc(N2CCOCC2)nc2cc(NCc3cccnc3)ccc12	89	114	110	104	105	94	96	94	96
CCOC(=O)c1c(O)cc(-c2ccc(Br)cc2)cc1-c1sc(N(C)Cc2ccccc2)nc1Cl	108	.	92	99	107	88	103	93	100
CC(=O)c1ccc(NC(=O)c2ccccc2CN2C(=O)c3ccccc3C2=O)cc1	102	94	105	99	111	76	108	87	104
O=C(NS(=O)(=O)c1ccccc1)n1cc(-c2ccncc2)c(-c2cc(O)cc(Cl)c2)n1	127	112	100	84	112	92	103	94	98
Cc1ccc(Cl)cc1N1CCN(C(=O)[C@H]2C[C@H]2c2ccc(F)cc2)CC1	89	94	95	96	102	71	93	65	86
O=C(O)c1ccc(-n2cc(/C=N/Nc3ccc(F)c(Cl)c3)c(-c3cc(C(F)(F)F)cc(C(F)(F)F)c3)n2)cc1	91	73	80	.	83	67	67	.	91
Clc1cc(Nc2ncnc3sc4c(c23)CCCC4)ccc1OCc1ccccc1	78	113	88	92	95	68	66	.	92
COc1ccc(C(=O)COC(=O)[C@H](C[Se][Se]C[C@H](NC(=O)c2ccc(Br)cc2F)C(=O)OCC(=O)c2ccc(OC)cc2)NC(=O)c2ccc(Br)cc2F)cc1	-80*	-90*	-80*	-87*	-71*	-95*	-24*	-83*	-96*
COc1cc(/C=C/C(=O)CC(=O)/C=C/c2ccc(O)c(OC)c2)ccc1O	70	20	79	73	41	13	101	64	17
O=C(CCn1c[n+](CC(=O)c2ccc([N+](=O)[O-])cc2)c2ccccc21)Nc1cccc2cccnc12	109	102	95	106	95	93	86	102	107
COc1ccc(-c2nc3ccccc3[nH]2)cc1	124	98	91	96	117	81	90	99	107
O=c1[nH][nH]c(=O)c2ncccc12	93	105	102	104	107	92	110	99	93
C=CC[N+](C)(C)C	93	100	101	100	120	97	106	.	102
COc1cc2oc(C(=O)N[C@@H](Cc3ccccc3)C(O)C(=O)NCc3ccccc3)c(C)c(=O)c2cc1OC (stereo not given in full)	95	77	92	82	103	70	81	83	99
CC[N+](C)(C)CCOc1ccc(OCC[N+](C)(C)CC)cc1	107	85	99	94	100	82	97	101	109
CCOC(=O)/C(C#N)=C(\NC(=O)c1ccccc1)SC	107	116	98	97	111	77	59	90	104
Cc1ccc(S(=O)(=O)N(C)c2ccccc2)cc1	101&100	118&111	99&94	104&99	113&109	57	99&103	99&107	99
COC(=O)C#CC(=O)OC	100	112	103	112	126	92	148	104	101
N=C(N)c1ccc(-c2ccc(/C=C/c3ccccc3)s2)cc1	99	39	-32*	-5.8*	1.6*	63	.	32	-38*
OCCN1CCCN(CCCN2c3ccccc3Sc3ccc(C(F)(F)F)cc32)CC1	.	47	63	68	79	42	74	86	65
O=C1CC2CC=CCN2C=C1n1cccn1 (stereo not given)	84	107	100	106	96	94	122	99	101
COc1ccc(NC(=O)c2sc3nc(C)c(C(=O)c4ccccc4)cc3c2N)cc1	87	88	99	95	116	90	-9.3*	93	96
O=C1c2ccccc2N=C(N/N=C/c2ccncc2)[C@@H]2CCCN12	107	108	102	103	106	87	83	95	99
Cc1[nH]c(C2CC(c3ccccc3)=NN2c2ccccc2)c(C)c1C(=O)O (stereo not given)	111	103	104	103	103	89	30	89	99
O=C(c1ccccc1)c1c2ccccc2cc2ccccc12	119	102	90	93	104	56	97	87	99
CC(C)=CCC[C@](C)(O)[C@H]1CC[C@]2(C)[C@@H]1CC[C@@H]1[C@@]3(C)CC[C@H](OCCC#N)C(C)(C)[C@@H]3CC[C@]12C	78	91	92	85	91	82	112	86	91
Nc1nc(Nc2ccccn2)nn1Cc1ccccc1	97	105	96	98	106	89	86	91	100
Cc1cc(C)nc(SC2=C(Nc3ccc(C)c(Cl)c3)C(=O)N(Cc3ccccc3)C2=O)n1	85[30 µM]	51[30 µM]	67[30 µM]	81[30 µM]	88[30 µM]	17[30 µM]	70[30 µM]	54[30 µM]	69[30 µM]

# As entered above:
# Reading for `COc1ccc(Br)c(/C=C2\SC(=Nc3ccc(O)cc3)NC2=O)c1` under SN12C: 90
# Reading for `N=C(N)c1ccc(-c2ccc(/C=C/c3ccccc3)s2)cc1` under CAKI-1: 32

# Next compounds
SMILES	TK-10	RXF 393	SN12C	ACHN	DU-145	UO-31	A498	CAKI-1	786-0
COc1ccc(/C=N/O)cc1	112	120	105	95	117	90	186	93	96
COc1cc2c(c(OC)c1OC)-c1ccc(NCc3ccccc3)c(=O)cc1[C@@H](NC(C)=O)CC2	26	52	20	29	1.2*	34	-17*	29	22
CCOC(=O)C1=C(c2ccccc2)N=C2Sc3c(-c4ccc(Br)cc4)nc(N)nc3N2C1c1cc(OC)c(OC)c(OC)c1 (stereo not given)	94	75	94	95	102	70	17	71	91
O=C1NCC(O)CN1	108	116	102	112	118	93	.	97	111
[O-][n+]1c2ccccc2nc2ccccc21	115	104	99	99	86	95	87	101	92
CC(=O)NC(N)=S	100	105	104	104	107	.	112	100	105
COc1ccc(C2CC(c3cc(Cl)c(C)cc3OC)=NN2c2ccc(S(N)(=O)=O)cc2)cc1OC (stereo not given)	113	78	87	84	106	59	112	.	92
COc1cc2c(cc1-c1c(C)noc1C)ncc1nc(C3CCC(F)(F)CC3)n([C@H](C)COC(F)F)c12	27	56	51	37	71	25	-23*	35	47
CCOC(=O)C(=Cn1c(=S)[nH]c2ccc([N+](=O)[O-])cc21)C(=O)OCC	113	109	92	105	.	96	80	94	109
CCCOc1ccc([N+](=O)[O-])cc1N	93	114	103	102	111	87	88	95	100
O=C(O)c1ccc(Cn2cnc3c(=S)nc[nH]c32)cc1	113	104	104	106	112	94	114	95	116
CC(C)(CCCN=C(N)Nc1ccc(Cl)cc1)c1ccc(F)cc1	72	89	.	67	80	59	78	75	73
O=C(O)c1cccc(S(=O)(=O)c2ccccc2)c1	93	101	102	.	107	96	99	.	108
